BAZ2B inh: blocks human BAZ2B; AlphaScreen BAZ2B-H3K14Ac peptide displacement; Potency, µM (titrated, usually from 114 µM), without a hit: top-dose activity change, negative = inhibition, hits mostly inhibitors; 4.4% of 360,000 active; also: % is scaled to controls: 0 for no effect and ±100 for the full control effect; nearly all actives have a fitted effect of over 60% in size
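BAZ2B 50 nM plus b-H3(5-23)K14Ac 50 nM, PBS pH 7.4/0.01% Tween-20, 30 min RT; compound added (max 110 uM), 30 min RT; streptavidin donor/Ni-chelate acceptor beads 10 ug/mL final, 20 min dark; AlphaScreen read.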
BLM helicase inh: Bloom syndrome helicase (human) inhibition; recombinant BLM DNA unwinding, fluorescence dequenching; Potency, µM (titrated, usually from 56.1 µM), for inactives: at the highest dose activity change, negative = inhibition, most hits filed as inhibitors; 0.2% of 350,000 active; P54132;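 also: plate controls were vehicle for no effect and no enzyme for full effect; nearly all actives have a fitted effect of over 35% in size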
Pol beta inh: inhibitors of human DNA polymerase beta; P06746; Pol beta primer extension/strand displacement, fluorescence kinetic; Potency, µM (series often up to 114 µM), inactives show at the top dose activity change, negative = inhibition, usual class: inhibitors; 1.3% of 340,000 active; also: % is scaled to controls: 0 for no effect and ±100 for the full control effect
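Pol beta (10 nM) and compounds were preincubated 15 min at room temperature, then 50 nM substrate (final) started primer extension/strand displacement. Reads were taken at 0 and 10 min; concentration-response data were fitted to a four-parameter Hill equation.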
Anesthetic bind: binds horse apoferritin like a general anesthetic. apoferritin/1-aminoanthracene competitive binding, fluorescence. Potency, µM (series often up to 77.5 µM), without a hit: at the top dose activity change, negative = displacement, actives largely listed as inhibitors. 0.074% of 350,000 active. P02791; also: % is scaled to controls: 0 for no effect and ±100 for the full control effect; nearly all actives have a fitted effect of over 20% in size
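Horse-spleen apoferritin (10 uM) was mixed with 50% saturated 1-aminoanthracene in PBS, exposed to compounds for 10 min at room temperature, and read for fluorescence (ex 380 nm, em 535 nm). Competitive displacement was fitted with a four-parameter Hill equation.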
APEX1 inh: blocks human APE1 abasic DNA cleavage; P27695; recombinant APE1, TAMRA/BHQ-2 abasic DNA cleavage fluorescence; Potency, µM (top dose mostly 65.8 µM), for the others: top-dose activity change, negative = inhibition, most hits filed as inhibitors; 0.35% of 350,000 active;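 also: plate controls were vehicle for no effect and reference inhibitor for full effect; nearly all actives have a fitted effect of over 55% in size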
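Kinetic fluorescence read (525 ex/598 em nm, three reads 60 s apart) of AP-site incision; signal = third minus first read. Enzyme 0.75 nM, dual-labelled THF duplex 50 nM, compound preincubation 15 min RT.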
G9a block: G9a (human) methyltransferase inhibition. G9a H3K9 monomethylation, AlphaScreen, 2 h. Potency, µM (doses to about 102 µM), inactives show at the highest dose activity, negative = inhibition, hits mostly inhibitors. 8.8% of 350,000 active. AID 504332; also: % is scaled to controls: 0 for no effect and ±100 for the full control effect; nearly all actives have a fitted effect of over 75% in size
Target sequence (Q96KQ7 913-1193 limits assumed): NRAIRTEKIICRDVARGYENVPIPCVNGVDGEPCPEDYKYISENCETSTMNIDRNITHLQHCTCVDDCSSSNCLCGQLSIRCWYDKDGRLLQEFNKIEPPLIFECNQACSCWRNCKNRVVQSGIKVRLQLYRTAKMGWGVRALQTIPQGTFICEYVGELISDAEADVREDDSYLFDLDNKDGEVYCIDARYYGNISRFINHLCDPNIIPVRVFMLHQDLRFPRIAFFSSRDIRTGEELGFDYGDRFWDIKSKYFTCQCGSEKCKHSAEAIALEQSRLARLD
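AlphaScreen detection with an anti-monomethyl H3K9 antibody quantified product after a 2 h room-temperature reaction containing 500 nM biotinylated H3K9 peptide, 20 µM SAM and 20 nM enzyme, which had been preincubated 15 min with compound.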
Pol kappa inh: blocks human DNA polymerase kappa activity | purified Pol kappa, fluorescent DNA synthesis assay, 10 min | Potency, µM (highest dose often 107 µM), without a hit: top-dose activity, negative = inhibition, usual class: inhibitors | 0.53% of 400,000 active; also: % is scaled to controls: 0 for no effect and ±100 for the full control effect
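Here, compound and 10 nM enzyme are combined for 15 min at room temperature; adding 50 nM substrate (final) starts DNA synthesis, tracked by fluorescence at 0 and 10 min against buffer-only wells.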
Pol iota inh: inhibitors of human DNA polymerase iota | Q9UNA4 | AID 588590 | Potency, µM (series often up to 115 µM), for the others: at the top dose activity, negative = inhibition, usual class: inhibitors | Pol iota fluorescent replication assay, 10 min | 1% of 390,000 active
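Fluorescent replication assay read twice, at 0 min and 10 min after adding 50 nM (final) substrate. Enzyme (10 nM) and compounds were first incubated 15 min at room temperature; enzyme-free buffer wells were negative controls.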
POLH inh: inhibitors of human DNA polymerase eta | Q9Y253 | recombinant Pol eta, fluorescent DNA replication assay | Potency, µM (titrated, usually from 114 µM), for the others: at the top dose activity change, negative = inhibition, hits mostly inhibitors | 1.2% of 390,000 active | AID 588591; also: % is scaled to controls: 0 for no effect and ±100 for the full control effect
Target sequence (Q9Y253 whole entry, looked up): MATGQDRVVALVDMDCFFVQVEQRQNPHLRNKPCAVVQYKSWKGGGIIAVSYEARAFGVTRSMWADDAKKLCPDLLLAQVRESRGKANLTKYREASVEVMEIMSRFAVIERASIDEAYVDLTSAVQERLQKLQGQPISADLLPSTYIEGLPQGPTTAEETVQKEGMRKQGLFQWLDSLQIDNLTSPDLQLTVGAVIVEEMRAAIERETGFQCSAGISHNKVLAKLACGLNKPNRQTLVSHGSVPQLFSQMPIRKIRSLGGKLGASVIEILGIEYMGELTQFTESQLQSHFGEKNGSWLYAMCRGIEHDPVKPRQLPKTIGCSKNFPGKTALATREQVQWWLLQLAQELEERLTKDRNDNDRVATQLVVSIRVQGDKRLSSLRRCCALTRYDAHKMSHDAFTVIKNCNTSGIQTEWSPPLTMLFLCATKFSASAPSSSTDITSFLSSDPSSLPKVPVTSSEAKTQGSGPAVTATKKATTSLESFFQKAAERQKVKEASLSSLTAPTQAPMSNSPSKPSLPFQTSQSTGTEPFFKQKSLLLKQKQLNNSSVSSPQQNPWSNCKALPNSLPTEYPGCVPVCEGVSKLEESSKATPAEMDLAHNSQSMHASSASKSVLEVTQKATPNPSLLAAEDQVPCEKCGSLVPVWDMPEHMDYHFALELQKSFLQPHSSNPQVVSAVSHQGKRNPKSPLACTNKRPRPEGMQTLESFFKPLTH
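Pol eta at 10 nM preincubated with compounds 15 min at room temperature; reaction started with fluorescent substrate (50 nM final) and read kinetically at 0 and 10 min.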
* hit, by the source's call; u = inconclusive; x = not tested or not shown; & = joins results of further samples; [ ] = dose if it differs, or a comment. Calls follow the shape of the dose curve; as a rule, active = well fitted curve in the direction sought with a large enough effect; inconclusive = small, poorly fitted or top-dose-only effect, or another doubt; inactive = no such curve, though single readings can be large; an effect the other way counts as inactive or inconclusive. Potency is read from the fitted curve at half-maximal effect.

Results follow in this order: BAZ2B inh | BLM helicase inh | Pol beta inh | Anesthetic bind | APEX1 inh | G9a block | Pol kappa inh | Pol iota inh | POLH inh
> COc1ccc(C(=O)Sc2ccc(C)cc2)cc1OC
→ 5% | -3% | -1% | -2% | -1% | 9%[59 µM] | -4% | u | -12%
> CCN1CCN(CCC(=O)Nc2ccccc2OC)CC1
→ 2% | 1% | 15% | -7% | 0% | 12%[59 µM] | -12% | -20% | -2%
> COc1ccc(NC(=O)CSc2nc3ccccc3n2CC(=O)N2CCCC(C)C2)cc1 (configuration not stated)
→ -16% | -2% | 34% | 0% | x | 2%[12.7 µM] | -3%[60.1 µM] | -2% | 1%
> Cc1nn(-c2ccccc2)c2[nH]c(=O)c(CNc3ccc(N4CCOCC4)cc3)cc12
→ 45µM* | -12% | 4% | -19% | -7% | 32µM* | u | u | 1%
> CCN(CC)c1ccc(CNc2ccc3c(c2)ncn3C(C)(C)C)cc1
→ 11µM* | -5% | 0% | -24% | 16% | 14µM* | 0% | 62%[activator] | -27%
> O=C(COS(=O)c1ccccc1)Nc1cc(Cl)ccc1N1CCOCC1 (configuration not stated)
→ -16% | -5% | 12% | -2% | u | 3%[59 µM] | -7% | -4% | -12%
> Cc1cccc(OCCn2c(NC(=O)c3ccco3)nc3ccccc32)c1
→ 3% | -4% | -1% | -2% | -5% | 6%[59 µM] | -3% | 11% | -10%
> C/C=C/C=C\C(=O)Nc1cccc(C2=NOC3(C2)C[C@@H](C(N)=O)N(C(=O)c2cc([N+](=O)[O-])cc([N+](=O)[O-])c2)C3)c1 (some centres not stated)
→ -25% | -6% | -8% | -14% | -3% | u | 6% | u | -6%
> CC(C1CC2CCC1C2)N1CC(O)=C(c2nc3ccccc3[nH]2)C1=N (configuration not stated)
→ -21% | -4% | 11% | -3% | -4% | -3% | -14% | 35%[activator] | -18%
> O=C(C1CC1)N1CCc2cc(Br)cc(S(=O)(=O)NCCCN3CCCC3)c21
→ 7% | -11% | 22% | 8% | 9% | 50µM* | -4% | -17% | 1%
> COCCNC(=O)COC(=O)c1cccnc1SC
→ -5% | 2% | 12% | -4% | 0% | -2% | -2% | 28% | -13%
> CCN(C(=O)CN1CCOCC1)c1c(N)n(Cc2ccccc2)c(=O)[nH]c1=O
→ 1% | -3% | -18% | 0% | -2% | -1% | -10% | 99%[activator] | -8%
> C=CCNc1nc(-c2sc(NC(C)=O)nc2C)cs1
→ -33% | 2% | 33% | -10% | -4% | 18µM* | -13% | 14% | -1%
> COc1ccc(C(=O)NC(=S)NCCc2ccccc2)cc1
→ u | -12% | 5% | -3% | -3% | x | 0% | 18% | -22%
> Cn1c(=O)c2c(nc(NCc3ccc4c(c3)OCO4)n2Cc2ccccc2Cl)n(C)c1=O
→ 1% | 0% | 0% | -7% | -2% | 1%[12.7 µM] | -6% | 13% | -4%
> COc1ccc(CCNC(=O)CCn2c(=O)c3cccn3c3cccnc32)cc1OC
→ 2%&-16% | -4%&5% | 3%&4% | -3%&6% | 3% | 31% | 3%&-15% | 35%&12%[activator] | -18%&-12%
> CCOCCCNC(=O)c1c(NC(=O)c2cc(=O)c3ccccc3o2)sc2c1CCC2
→ -12% | -2% | 2% | -5% | x | -2%[59 µM] | 2% | 16% | -16%
> O=C(c1ccccc1Cl)n1nc(-c2cccnc2)nc1NCc1ccc(F)cc1
→ -21% | -5% | 13% | -11% | x | -3%[59 µM] | 11% | 23% | -21%
> COCCn1c(SCc2nc3ccccc3c(=O)[nH]2)nnc1-c1ccncc1
→ 12% | -2% | 0% | -9% | -4% | 13%[12.7 µM] | -8% | 17% | -14%
> COc1ccc(C(=O)Nc2nnc(Cc3ccc(OC)c(OC)c3)s2)c(OC)c1
→ 4% | 0% | 15% | -12% | 21% | 2% | -11% | u | -2%
> Cc1ccc(CNC(=O)[C@H](C)N2C(=O)N3CCc4c([nH]c5ccccc45)[C@@]3(C)C2=O)cc1
→ -2% | -1% | 17% | -24% | 35% | 8%[12.7 µM] | 1% | 15% | -6%
> CN(CC(=O)Nc1ccc(F)c(F)c1F)c1cnccn1
→ 17% | -10% | 11% | -7% | -1% | -2%[59 µM] | x | x | x
> Cc1cccc(OCC(=O)Nc2ccc(S(=O)(=O)N3CCN(C)CC3)cc2)c1
→ 1% | -9% | 1% | -12% | -4% | -9%[59 µM] | -17% | 16% | -6%
> O=C(Nc1ccccn1)C1CCN(S(=O)(=O)c2ccc(Cl)cc2)CC1
→ 7% | x | x | x | 10% | -10% | -12% | -8% | -4%
> COc1ccc(-c2nnc(SCc3nnc(-c4cccs4)o3)n2CC2CCCO2)cc1 (configuration not stated)
→ 1% | -12% | 15% | 3% | -2% | 15%[59 µM] | 0% | 14% | -11%
> COc1ccc(OCC(=O)N/N=C2\CCc3ccccc32)cc1
→ 1% | -2% | 2% | u | 4% | 18% | -11% | -18% | 6%
> COC(=O)N/N=C\c1ccc(OC(=O)c2ccco2)cc1
→ -9% | -1% | 18% | 0% | 5% | 11%[59 µM] | 10% | 14% | -3%
> Cc1ccc(S(=O)(=O)CCc2ccncc2)cc1
→ -8% | 1% | 8% | 1% | -3% | x | 12% | -12% | -9%
> COCCN1Cc2c(sc(C)c2C)N(C(=O)c2ccccc2)C1
→ 9% | 0% | 7% | -21% | -3% | -12%[2.33 µM] | -12% | -4% | -15%
> COc1cc(C2C(C(=O)c3cc4ccccc4o3)=C(O)C(=O)N2c2cc(C)on2)cc(OC)c1OC (configuration not stated)
→ -28%[57.1 µM] | -11% | -14% | -19% | 5% | 45µM* | 10% | 2% | -8%
> COc1ccc(Cl)cc1NC(=O)CC1CCCC1
→ 22% | 1% | 29% | 3% | 10% | 27% | -7% | -5% | -2%
> CCCn1c(C)cs/c1=N\C(=S)Nc1ccccc1
→ 4% | 2% | 8% | -11% | 0% | 16%[59 µM] | -8% | 1% | -10%
> CC(NC(=O)c1ccc(N(C)C)cc1)C1CC2CCC1C2 (configuration not stated)
→ -18% | -7% | -9% | -22% | 4% | 2%[59 µM] | -3% | 23% | -5%
> CC1CC(Nc2ccccc2)c2ccccc2N1C(=O)c1ccncc1 (configuration not stated)
→ u | -8% | 28% | -12% | 1% | -11%[59 µM] | -3% | 114%[activator] | -19%
> CCC(C(=O)Nc1ccccc1OC)n1nc(C)c2sc3ccccc3c2c1=O (configuration not stated)
→ 5% | -4% | 1% | -1% | x | u | 5% | -12% | -18%
> COC(=O)C(NC(=O)c1ccccc1)(Nc1nc(C)cs1)C(F)(F)F (configuration not stated)
→ -4% | -1% | 18% | -11% | 0% | -17% | -16% | 5% | -4%
> Cc1ccc(CNC(=O)CN2Cc3ccccc3C2=O)cc1
→ 5% | 2% | 21% | 1% | x | 11%[59 µM] | -3% | 14% | -3%
> Cc1cc(=O)[nH]c(=S)n1-c1ccccc1
→ 8% | 0% | 1% | 4% | 6% | u | -9% | 19% | -3%
> CCOc1ccccc1NC(=O)c1cccc2c1C(=O)N(CCOC)C2
→ 11% | 3% | 13% | -11% | -6% | 1% | -25% | -6% | -7%
> CC(=O)Nc1ccc(C(=O)NNC(=O)c2cccc(C)c2)cc1
→ -9% | -1% | -23% | -4% | 49%[activator] | 26% | -15% | 205%[activator] | -22%
> Cc1ccc(NC(=O)c2c(F)cccc2Cl)cc1NS(C)(=O)=O
→ -12% | -2% | 22% | -3% | 1% | 2% | -11% | 7%[58.9 µM] | -7%
> N#C/C(=C/c1ccc(-c2ccc(S(N)(=O)=O)cc2)o1)C(=O)Nc1ccccc1
→ -15% | -5% | -4% | -15% | 12% | 23%[59 µM] | 1% | -5% | u
> COc1ccc(OC)c(S(=O)(=O)N(C)CC(=O)O)c1
→ 2% | -1% | 1% | -4% | -2% | 5% | -2% | 2% | -18%
> Cc1ccccc1Cn1ccc(NC(=O)CCSc2nc(-c3ccco3)cc(C(F)(F)F)n2)n1
→ -6% | -11% | -1% | -14% | -3% | -42%[59 µM] | -4% | 5% | -14%
> O=C(O/N=C1/CCCc2occc21)c1ccc(Cl)cc1Cl
→ -34% | -4% | -23% | -13% | 7% | 10% | 9% | 46%[activator] | -6%
> Cn1c(=O)c2[nH]c(N3CCCCC3)nc2n(C)c1=O
→ 27% | 2% | -16% | 40%[activator] | 50%[activator] | -2% | -15% | -6% | -7%
> CC(C)(C)c1ccc(C(=O)c2c[nH]c(C(=O)NCCCN3CCOCC3)c2)cc1
→ -2% | -1% | 0% | -8% | -3% | 9%[12.7 µM] | -26% | 3% | -9%
> COc1ccccc1NC(=O)C1=C(C)NC(=O)NC1c1ccccc1F (configuration not stated)
→ 10% | -1% | -1% | 0% | -4% | -30% | 1% | 15% | -11%
> Cc1ccc(C(=O)Nc2ccc(N3CCCC3)cc2)cc1
→ -8% | 2% | 30% | 0% | 18% | 1.6µM* | 0% | 46%[activator] | -23%
> O=C(Nc1nc(-c2nc3ccccc3s2)cs1)c1ccco1
→ 13% | -11% | -17% | 37%[activator] | 2% | 22%[59 µM] | -1% | u | -22%

Just POLH inh, Pol iota inh and Anesthetic bind, for 4 of the compounds above:
| Molecule | POLH inh | Pol iota inh | Anesthetic bind |
| --- | --- | --- | --- |
| O=C(O/N=C1/CCCc2occc21)c1ccc(Cl)cc1Cl | -6% | 46%[activator] | -13% |
| Cn1c(=O)c2[nH]c(N3CCCCC3)nc2n(C)c1=O | -7% | -6% | 40%[activator] |
| CC(C)(C)c1ccc(C(=O)c2c[nH]c(C(=O)NCCCN3CCOCC3)c2)cc1 | -9% | 3% | -8% |
| COc1ccccc1NC(=O)C1=C(C)NC(=O)NC1c1ccccc1F (configuration not stated) | -11% | 15% | 0% |

(next part)
Results follow in this order: BAZ2B inh | BLM helicase inh | Pol beta inh | Anesthetic bind | APEX1 inh | G9a block | Pol kappa inh | Pol iota inh | POLH inh
> NC(=O)C1CCN(C(=O)CSc2ccccn2)CC1
→ 6% | -2% | 33%[activator] | -10% | -6% | -25%[12.7 µM] | -24% | 22% | -9%
> CSc1nc2sc3c(c2c(=O)[nH]1)CCCC3
→ -2% | -2% | 23% | -12% | 4% | -18% | -9% | 2% | u
> CC(=O)NS(=O)(=O)c1ccc(N/C(N)=N/c2nc(C)cc(C)n2)cc1
→ -3% | -2% | 37% | -1% | -12% | -10% | -7% | -18% | -5%
> CC(C)(C)NC(=O)NC(=O)CN1CCN(S(=O)(=O)c2ccc3c(c2)OCCO3)CC1
→ -18% | -2% | 14% | -1% | -3% | -17%[12.7 µM] | -3% | -10% | -10%

An excerpt (hit frequency here may not be typical).
